Screening results: PubChem, Sanford-Burnham Center for Chemical Genomics
APJ agonist: agonists of human apelin receptor APJ, primary screen, CHO-K1 cells, PathHunter beta-arrestin, luminescence; P35414; 0% DMSO wells, 100% apelin; activation, % at 20 µM; 330,000 tested, 0.11% active;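 active = activation more than six SD over the plate average, tested at 20 µM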;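 also: 0% = DMSO alone and 100% = apelin-13 at 10 nM; some results filed as inactive read as strong as hits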
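Material: engineered CHO-K1 APJ arrestin reporter cells; amount: 1000 CHO-K1 reporter cells seeded per well; incubation: compound stimulation 90 min at 25 °C, detection 60 min; signal: luminescent beta-gal fragment complementation, chemiluminescent substrate; read-out basis: APJ agonist activity; controls: DMSO-only wells as negative, 10 nM Apelin-13 as positive control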
CXCR6 block: CXCR6 receptor inhibitors, primary screen, cell-based, beta-arrestin, luminescence, CHO-K1 PathHunter, 1536-well | C-X-C chemokine receptor type 6 (Homo sapiens), O00574 | inhibition, % at 20 µM | 360,000 tested, 0.36% active; in the data active = inhibition above about 34%, passing the limit was not always enough;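 also: antagonist mode with CXCL16 agonist at 10 nM final; 0% = 10 nM CXCL16 with DMSO and 100% = unstimulated wells without agonist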
Target sequence (O00574 whole entry, looked up): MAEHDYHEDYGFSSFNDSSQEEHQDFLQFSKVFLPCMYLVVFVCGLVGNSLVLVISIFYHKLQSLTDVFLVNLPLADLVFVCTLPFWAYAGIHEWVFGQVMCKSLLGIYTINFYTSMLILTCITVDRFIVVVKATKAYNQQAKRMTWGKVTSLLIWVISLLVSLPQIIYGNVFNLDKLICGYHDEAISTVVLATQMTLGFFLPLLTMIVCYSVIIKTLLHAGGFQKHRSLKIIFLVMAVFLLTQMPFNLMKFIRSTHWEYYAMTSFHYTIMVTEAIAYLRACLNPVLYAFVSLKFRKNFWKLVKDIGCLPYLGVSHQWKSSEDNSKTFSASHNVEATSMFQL
UBC13 inh: UBC13 polyubiquitin chain formation inhibitors, primary screen, biochemical, TR-FRET, uHTS; Ubiquitin-conjugating enzyme E2 N (Homo sapiens), P61088; inhibition, % at 20 µM; 330,000 tested, 0.47% active; AID 485273, 2010; in the data active = inhibition above about 45%, passing the limit was not always enough
APJ antagonist: antagonists of human apelin receptor APJ, primary screen, CHO-K1 cells, beta-arrestin complementation, luminescence | P35414 | inhibition, % at 20 µM | 330,000 tested, 0.32% active | AID 2521, 2010;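 active = inhibition above about 40% at 20 µM, limit read from the data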;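 also: cells challenged with 10 nM apelin-13 agonist together with compound; plate controls were apelin-13 plus DMSO wells for no effect and DMSO wells lacking apelin-13 for full effect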
EBI2 antag: EBI2 receptor antagonists, beta-arrestin recruitment, primary screen, cell-based, luminescence, 7a,25-OHC stimulation, uHTS | AID 651636, 2012 | 360,000 tested, 0.81% active | inhibition, % at 5 µM | 7a,25-OHC stimulated | G-protein coupled receptor 183 (Homo sapiens), P32249; in the data active = inhibition above about 38%;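 also: enzyme fragment complementation signal reports receptor beta-arrestin coupling in cells; 0% = agonist plus DMSO wells and 100% = wells without agonist; some results beyond the cut were filed as inactive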
Target sequence (P32249 whole entry, looked up, the tested form may be a part): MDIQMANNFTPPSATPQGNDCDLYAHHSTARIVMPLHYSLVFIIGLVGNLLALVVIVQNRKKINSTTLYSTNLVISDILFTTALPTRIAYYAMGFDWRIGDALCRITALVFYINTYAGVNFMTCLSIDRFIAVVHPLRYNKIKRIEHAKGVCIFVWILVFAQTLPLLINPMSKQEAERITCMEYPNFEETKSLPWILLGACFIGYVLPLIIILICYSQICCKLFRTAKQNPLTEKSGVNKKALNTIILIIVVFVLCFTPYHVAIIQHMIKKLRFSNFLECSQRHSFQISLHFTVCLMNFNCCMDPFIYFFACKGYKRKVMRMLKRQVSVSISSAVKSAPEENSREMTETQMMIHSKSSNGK
Gli-Sufu block: Gli-Sufu pathway antagonists, primary screen, luciferase luminescence, Sufu-KO-LIGHT cells, uHTS | Sufu-KO-LIGHT fibroblasts, Gli luciferase reporter luminescence | inhibition, % at 5 µM | 340,000 tested, 0.74% active | AID 588413, 2011;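 active = inhibition above about 55%, limit read from the data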;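 also: 0% = DMSO-treated cells and 100% = wells with medium but no cells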
ATG4B inh: ATG4B protease inhibitors, primary screen, biochemical, fluorescence, uHTS; ATG4B cleavage of LC3-PLA2, NBD-HPC fluorescence, 1 h; inhibition, % at 8.33 µM; Cysteine protease ATG4B (Homo sapiens), Q9Y4P1; AID 504462, 2011; 340,000 tested, 0.51% active; in the data active = inhibition above about 40%
CCR6 antagonist: CCR6 receptor antagonists, primary screen, cell-based, CHO-K1, luminescence, beta-arrestin, uHTS; AID 493098, 2011; CHO-K1 CCR6 PathHunter beta-arrestin, CCL20-stimulated; C-C chemokine receptor type 6 (Homo sapiens), P51684; inhibition, % at 20 µM; 340,000 tested, 0.49% active;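 active = compounds whose inhibition of the agonist-driven luminescence signal at 20 µM reaches about 50%, limit read from the data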;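 also: cells stimulated with CCL20 at 14 nM final; plate controls were DMSO with CCL20 for no effect and DMSO without agonist for full effect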
Target sequence (P51684 whole entry, looked up): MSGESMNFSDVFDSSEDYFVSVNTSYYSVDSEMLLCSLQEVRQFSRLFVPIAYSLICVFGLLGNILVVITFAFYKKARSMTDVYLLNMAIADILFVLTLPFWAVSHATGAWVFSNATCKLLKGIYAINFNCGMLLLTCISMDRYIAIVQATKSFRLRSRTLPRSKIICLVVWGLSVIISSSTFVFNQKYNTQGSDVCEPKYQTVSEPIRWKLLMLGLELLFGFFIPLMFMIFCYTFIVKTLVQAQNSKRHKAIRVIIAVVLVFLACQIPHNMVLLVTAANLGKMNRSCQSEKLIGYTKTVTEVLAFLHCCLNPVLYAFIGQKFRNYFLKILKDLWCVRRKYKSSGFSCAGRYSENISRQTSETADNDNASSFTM
* = called active by the depositor.

SMILES,APJ agonist,CXCR6 block,UBC13 inh,APJ antagonist,EBI2 antag,Gli-Sufu block,ATG4B inh,CCR6 antagonist
CC1CN(C(=O)c2ccc(-c3ccccc3Cl)o2)CC(C)O1 (configuration not stated),8,9,-2,-43,3,-26,-1,5
O=C(CCCc1nc(-c2ccc(Cl)cc2)no1)N1CCOCC1,0,-7,8,21,4,11,4,-11
COC(=O)c1ccsc1NC(=O)CSc1nnnn1Cc1ccccc1,-2,2,3,12,4,1,-8,19
CC(=O)N1CCOc2ccc(S(=O)(=O)N3CCN(c4cc(C)ccc4C)CC3)cc21,-3,2,-7,-4,-2,-10,4,9
CCN1C(=O)[C@H]2[C@@H](c3ccc(C)cc3)N3C(=O)N(c4ccccc4)C(=O)[C@@]3(CC)[C@H]2C1=O,1,3,4,4,2,2,-2,2
CN1C(=O)/C(=C/c2ccc3c(c2)OCO3)N=C1c1ccccc1,-4,13,1,28,10,-1,-6,16
Cc1cccc(NC(=O)c2ccc(N3C(=O)C4CCCCC4C3=O)cc2)c1C (configuration not stated),-2,3,-2,4,3,3,-5,9
COc1ccc(-c2noc(N3CCC(C(=O)Nc4ccccc4F)CC3)n2)cc1,3,-1,6,8,12,-9,-7,4
O=C(CNC(=O)c1ccco1)NC1CCCCCC1,-3,3,-8,2,-8,10,6,-26
COc1ccc(C2CC(c3ccccc3)Nc3nc(NC(=O)c4ccco4)nn32)cc1 (configuration not stated),-4,-12,4,17,4,0,2,16
Cc1cc(C)cc(N(CC(=O)NC(C)C)C(=O)CCC(=O)Nc2ccccn2)c1,-1,-1,4,-1,-6,-2,-2,27
Fc1cc(Cl)ccc1NC(=S)NCCN1CCOCC1,2,4,14,9,-7,-34,-8,6
Cc1noc(C)c1COc1ccc(C(=O)O)cc1,-3,3,3,3,2,5,6,-11
CCCOc1ccc(/C(O)=C2\C(=O)C(=O)N(c3ccccn3)C2c2ccccc2F)cc1C (configuration not stated),1,9,-68,1,-14,2,-2,10
O=C1[C@H]2[C@@H](/C=C/c3ccccc3)N3C(=O)CN(Cc4ccccn4)C(=O)[C@@]3(Cc3ccccc3)[C@H]2C(=O)N1c1ccccc1,-1,-3,-7,7,-7,-13,4,-6
COc1ccccc1NC(=O)c1ccc(-n2ccnc2)c([N+](=O)[O-])c1,-2,-4,-4,-6,-12,4,0,3
COc1ccc(NC(=O)N2CCC(O)(c3cccnc3)CC2)c(OC)c1,-2,2,8,-6,-12,-8,5,12
CC1SC(c2ccc(F)cc2)N(CCc2ccccc2)C1=O (configuration not stated),-1,3,3,4,12,17,13,19
CCCOc1ccc(/C=N/NC(=O)C(=O)Nc2ccccn2)cc1,1,-1,-7,-2,-1,-1,-7,1
Cc1cccc(NC(=O)CCS(=O)(=O)c2cc3c(cc2Cl)NC(=O)CO3)c1,0,-3,4,-11,0,-5,-10,-5

Fetched by structure from the list above, three records:
SMILES,APJ agonist,CXCR6 block,UBC13 inh,APJ antagonist,EBI2 antag,Gli-Sufu block,ATG4B inh,CCR6 antagonist
COc1ccccc1NC(=O)c1ccc(-n2ccnc2)c([N+](=O)[O-])c1,-2,-4,-4,-6,-12,4,0,3
CCN1C(=O)[C@H]2[C@@H](c3ccc(C)cc3)N3C(=O)N(c4ccccc4)C(=O)[C@@]3(CC)[C@H]2C1=O,1,3,4,4,2,2,-2,2
CC1CN(C(=O)c2ccc(-c3ccccc3Cl)o2)CC(C)O1 (configuration not stated),8,9,-2,-43,3,-26,-1,5

(continued)
SMILES,APJ agonist,CXCR6 block,UBC13 inh,APJ antagonist,EBI2 antag,Gli-Sufu block,ATG4B inh,CCR6 antagonist
CCc1ccc(NC(=O)C2=CC(c3ccc(OC)c(OC)c3)=NS(=O)(=O)N2C)cc1,-6,2,-12,22,1,-20,5,10
CCN1C(=O)CS/C1=N\c1nccs1,-5,-4,-7,8,2,-4,1,-21
Cc1ccc(/C=C(/C#N)C(=O)NC(=O)Oc2ccccc2)cc1,3,2,2,-7,-7,-2,3,5
Cc1cc(Cl)ccc1OCCCC(=O)NO,-4,-11,9,-27,-12,-12,23,-5
O=C(O)c1cc(=O)cc(C(=O)O)[nH]1,-2,4,-19,-13,-8,-2,2,-18
Cc1ccc2cc(C#N)c(NCCCNC(=O)C3CCCO3)nc2c1 (configuration not stated),-2,-2,1,12,-5,4,-11,-5
COC(=O)c1ccc(NC(=O)CN(c2ccc3c(c2)OCO3)S(C)(=O)=O)cc1,2,6,9,18,-13,-7,-13,4
S=C(c1ccc(-c2cc(Cl)ccc2Cl)o1)N1CCOCC1,-1,11,3,-26,3,-2,-15,21
O=C(O)c1cc2cc(Oc3ccccc3)ccc2[nH]1,0,-6,13,12,1,15,-8,2
Cc1cc(C(=O)N2CCCC2C(=O)O)c(C)o1 (configuration not stated),2,0,-13,-15,-1,4,1,-4
O=C(Nc1cc(S(=O)(=O)N2CCOCC2)ccc1N1CCCCC1)c1ccccc1Br,-4,4,2,-2,4,1,-10,13
O=C1CCN(CCc2ccccc2)CCN1CCOc1ccccc1,1,5,1,0,43,4,-7,12
NC(=O)c1ccccc1NS(=O)(=O)c1ccccc1,-2,-3,-3,-12,-6,5,3,-10
COc1ccccc1-c1ccc(NC2CCCCC2)nn1,-2,-4,12,21,7,-49,-4,14
Cc1ccc(OCc2nnc(N)s2)cc1C,1,3,-7,-6,-5,-21,6,-1
O=C1NC2(CCN(Cc3ccccc3)CC2)Oc2ccccc21,-5,-5,-21,5,-4,-2,5,5
CC12CN3CC(C)(CN(C1)C3c1ccc(F)cc1)C2 (configuration not stated),-1,9,10,-4,-10,-1,-6,6
COc1cccc(CN2CCN(Cc3cc4ccccc4o3)CC2CCO)c1 (configuration not stated),1,-4,-10,16,1,22,0,8
CC(C)C(NC(=O)c1ccccc1)C(=O)OCc1cc([N+](=O)[O-])cc2c1OCOC2 (configuration not stated),-3,-8,4,8,5,-13,-1,15
COc1cc(C(CCN2CCCC(C)C2)c2c(OC)cc(OC)c3c(-c4ccccc4)cc(=O)oc23)cc(OC)c1OC (configuration not stated),8,4,65*,30,2,37,23,2
CC(NC(=O)C(NS(=O)(=O)c1cccc2nsnc12)C(C)C)c1ccccc1 (configuration not stated),-2,-2,4,3,-2,2,2,0
CC(C)NC(=O)c1ccccc1-c1nc(-c2ccccc2Cl)no1,-8,5,10,-1,-2,5,4,0
CCN1C(=O)C(CC(=O)Nc2ccc(Br)cc2)N(CCCc2ccccc2)C1=S (configuration not stated),-3,-7,-5,4,5,5,24,2
COc1ccc(/C=N/n2c(C)nc3ccccc3c2=O)cc1OC,1,1,8,6,-4,-6,3,-1
CC(C)Cn1c(N)c(C(=O)COC(=O)Cc2cccs2)c(=O)n(C)c1=O,13,6,6,6,-12,15,2,6
COc1ccccc1-n1c(C)nc(=O)c(-c2ccccc2)c1C,-1,-12,-2,8,-14,0,-9,4
COc1ccccc1/C=C1\SC(=S)N(CCC(=O)NCCc2ccc(O)cc2)C1=O,-4,7,4,14,8,-4,-8,19
CCc1ccc(-c2cc3c(=O)n(CC(=O)NCCN4CCCCC4C)nc(C)n3n2)cc1 (configuration not stated),-2,2,9,13,0,-3,6,36
CC(C)c1ccc(NC(=O)CN(Cc2ccccc2)S(C)(=O)=O)cc1,1,-4,-10,-20,-13,-15,-23,15
CC(=O)Nc1nonc1C(=O)N1CCC(C)CC1,-2,-8,-20,-37,-12,3,-6,-7
Cn1ccnc1SCc1nc2c(cnn2-c2ccccc2)c(=O)[nH]1,0,-9,2,-1,-1,5,1,12
Cc1cc(NC(=O)CSc2nc3ccccc3s2)no1,-4,-1,-1,-2,3,48,2,4
O=C(O)c1ccc(-c2ccc(/C=c3/sc4nc5ccccc5n4c3=O)o2)cc1Cl,-3,7,-42,-8,7,-6,50*,19
Cc1cccc(C(=O)NCCNC(=O)c2cccnc2)c1,-2,0,2,-9,3,31,-11,15
CCCN(C(=O)C(=O)Nc1ccc2nc3n(c(=O)c2c1)CCCCC3)c1ccc(OCC)cc1,-1,9,21,8,1,-3,-8,6
COc1cc(NS(=O)(=O)c2ccc(NC(=O)COc3cccc(C)c3)cc2)nc(OC)n1,0,4,2,14,-2,-8,-3,8
C[C@H]1[C@H](C)CC[C@]2(C(=O)O)CC[C@]3(C)C(=CC[C@@H]4[C@@]5(C)CC[C@H](O)C(C)(C)[C@@H]5CC[C@]43C)[C@H]12,-3,0,0,1,-11,-3,-9,9
COc1cc(C(NC=O)C(=O)Nc2c(C)cccc2C)ccc1O (configuration not stated),-1,-8,10,-27,-9,5,1,-1
CCCc1cc(C(=O)N/N=C/c2ccc(C)o2)c2ccccc2n1,-3,-1,-5,-5,4,-2,2,-7
CC(=O)c1sc(NC(=O)CCNC(=O)c2ccco2)nc1-c1ccccc1,-4,8,-3,14,6,9,-1,8
O=C(CNC(=O)c1ccc(Br)o1)Nc1ccc(N2CCCCCC2)cc1,3,3,-5,18,5,-15,-17,2
COc1ccc(S(=O)(=O)N2CCCCCC2)cc1NC(=O)CN1C(=O)NC(C)(c2ccc(C)cc2)C1=O (configuration not stated),-2,0,0,-18,4,7,-11,-2
CCCc1cc(=O)[nH]c(SCC(=O)Nc2c(C)cccc2C)n1,-3,-6,9,25,-5,-14,-7,-18
CC(C)OCCCn1c(=NC(=O)c2ccncc2)c(C#N)cc2c(=O)n3ccccc3nc21,-4,10,24,12,-1,4,-2,-5
CCCCc1nnc(NC(=O)CSCc2cc(=O)n3cc(C)sc3n2)s1,-4,-2,-5,-8,-3,51,1,-1
O=C(NCCN1CCOCC1)c1cccc(S(=O)(=O)NCc2ccccc2)c1,2,-16,13,3,0,-1,-12,-6
COc1ccc(N/C=C\C(=O)c2ccc(C)cc2)cc1OC,-1,4,-8,2,21,-46,-12,16
CC(Sc1ccc(Cl)cc1)C(=O)Nc1ccccc1C(=O)N1CCOCC1 (configuration not stated),0,4,5,20,-9,-4,-4,2
Cc1ccc(S(=O)(=O)N(CC(=O)Nc2cccnc2)c2ccccc2C)cc1,0,10,4,0,4,30,2,9
Cc1nc2c(cc1C#N)C(=O)c1ccccc1-2,-1,-7,-13,11,-2,-5,-13,-7
Cc1[nH]c2ccccc2c1C(c1ccccn1)N1CCCC1 (configuration not stated),-4,1,0,-14,1,-2,3,13
COc1ccc(CNC(=O)c2cccnc2Sc2ccc(Cl)cc2)cc1,4,-5,11,9,9,-3,0,-11
CC(=O)NC(C)CCc1ccccc1 (configuration not stated),1,-18,1,-18,-13,0,0,-2
COc1ccc(CCC(=O)N2c3ccccc3CC2C)cc1 (configuration not stated),-6,12,5,-23,4,-26,3,5
C[C@H](NC(=O)c1ccc(Cl)cc1)C(=O)NNC(=O)c1cccs1,-3,-2,5,5,-12,0,-5,1
Cc1ccc(-c2nnn(CC(=O)N(CC(=O)NCC3CCCO3)c3ccc(F)c(Cl)c3)n2)o1 (configuration not stated),-3,-2,-14,-1,-6,2,1,-15
CCC1CCCCN1Cc1ccc(OC)c(C)c1 (configuration not stated),-5,3,-2,-11,4,44,-1,0
COc1cccc(C2CC(c3cccc(OC)c3)n3nc(N)nc3N2)c1 (configuration not stated),-7,7,-1,-28,-9,34,2,-1
